S3 lipid droplet: qHTS Assay for Lipid Storage Modulators in Drosophila S3 Cells. Drosophila S3 cells, BODIPY lipid droplet fluorescence, 18-24 h; cells fed with added oleic acid. Potency in µM for hits, for the others lipid storage change, negative = inhibition, % at the top dose, mostly 46.1 µM. 320,000 compounds, 0.64% hits; active means well fitted inhibition curve with a large enough effect in the signal ratio, with a control signal flat, not every such curve was filed as active; inconclusive means small, poorly fitted or top-dose-only effect, or effect the other way, or a change in a side signal; the % refers to the signal ratio
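Laser-scanning cytometry quantifies lipid droplet accumulation (500–530 nm total intensity; droplet/cell object ratio) in oleic acid-fed (400 uM added) Drosophila S3 cells treated with a concentration series. 20 uM Triacsin C defined 100% inhibition.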
S3 lipid droplet cell count max: further read-out of S3 lipid droplet, marked with its call; cell number change, %; measured here: cell count max response;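 cells counted by Cell Tracker Red CMTPX staining in the red channel; peak over a dose series mostly up to 46.1 µM; percent activity relative to internal control wells on each plate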
Starred values were filed as active, the others as inactive; i = inactive; ? = inconclusive; . = no result given; [ ] = remark or other dose. On the % scale 0 is the no-effect control and ±100 the full control effect; potency means the concentration at half of the fitted maximal effect.

S3 lipid droplet,S3 lipid droplet cell count max,Molecule
?,.,C/C(=N/NC(=O)c1ccc(-c2ccccc2)cc1)c1cc(O)cc(O)c1
?,.,Cc1cc2nc3ccc(=[N+](C)C)cc-3sc2cc1N
?,.,CCCC(=O)Nc1nnc(/C=C/c2ccccc2)s1
-16%,-16,O=C(NCc1ccc(F)cc1)C1CCCN1C(=O)NCc1ccccc1 (stereo not given)
?,.,CC1CCCC(C)N1C(=O)COC(=O)CNC(=O)c1ccc(Cl)cc1Cl (stereo not given)
?,.,Cc1nc2cc(NCc3nc4ccccc4n3Cc3ccccc3)ccc2n1C
?,.,O=C(Nc1ccc(Cl)c(Cl)c1)N1CCSC1c1ccco1 (stereo not given)
?,.,COc1ccc(NC(=S)N(CCCN2CCOCC2)Cc2cn(C)c3ccccc23)cc1OC
?,.,Cc1ccccc1OCCCN1C(=O)C(=O)c2cccc(C)c21
?,.,CCOC(=O)N1CCN(c2cc(NCCC(=O)O)c3c4c(onc24)-c2ccccc2C3=O)CC1
i,14,CCN(CCCNC(=O)Cn1ncc2c([nH]c3ccc(C)cc32)c1=O)c1ccccc1
?,.,COc1ccc(C)cc1NC(=O)CCCNC(=O)Cn1cnc2sc(C)c(C)c2c1=O
18%,4,CCOC(=O)C1CCN(C(=O)Nc2ccc3snnc3c2)CC1
-7%,-26,Cc1ccc2cc3cc(C(=O)NCCC(C)C)oc3nc2c1
-4%,10,CC(=O)NC(CC(=O)O)c1ccccc1 (stereo not given)
i,3,CCOc1ncccc1C(=O)Nc1ccc(F)c(F)c1
?,.,CN1C2=NCCN2C(=O)c2ccccc21
?,.,CCCCc1c(O)nc(SCC(=O)NCCc2ccc(OC)c(OC)c2)[nH]c1=O
?,.,O=[N+]([O-])c1cccc(-c2nnc3ccccn23)c1
?,.,CCOc1ccccc1C1N(c2ccc(OC)cc2)C(=O)C2CCCN21 (stereo not given)
7%,.,CCCC(Oc1ccc(Br)cc1)c1nc2c3cc(OC)c(OC)cc3nc(=S)n2[nH]1 (stereo not given)
21%,7,Cc1nc(-c2cc(C#N)c(Sc3cccc(C(F)(F)F)c3)nc2C)cs1
5%,3,Cc1ccc(-c2nc(N3CCOCC3)sc2C(=O)N2CCOCC2)cc1
i,-8,CCC(C(=O)NC1CCCC1)N(C(=O)Cn1nnc(-c2ccc(C)o2)n1)c1ccccc1OC (stereo not given)
?,.,CC(=O)c1cc(C#N)c(N2CCCC2)nc1C
10%,.,Cc1ccc(/C=N\NC(=O)CNC(=O)C23CC4CC(CC(C4)C2)C3)o1
?,.,O=C(O)c1ccc(-n2ncc3c2/C(=C/c2cccc([N+](=O)[O-])c2)CC3)cc1
11%,-22,Cc1sc(NC(=O)c2ccco2)c(CN2CCCCC2)c1C
6%,5,O=C(NNC(=O)c1cc(O)c(O)c(O)c1)NC1CCCCC1
-19%,.,Cc1cc(NC(=O)CSc2nnc(C)c(=O)n2N)no1
?,.,O=C(Cc1ccccc1)Nc1c(C(=O)N2CCOCC2)cnn1-c1ccccc1
14%,15,COc1ccc(-n2c(SCC(=O)N3CCOCC3)nc3ccccc3c2=O)cc1
i,1,CCOc1ccc(NC(=O)COc2ccc(S(=O)(=O)N3CCCC3)cc2)cc1
?,.,Clc1ccc(-c2nnc(-c3ccc(Br)o3)o2)c(Cl)c1
?,.,CCC(=O)NC1CC2CCCC(C1)N2Cc1ccc(C)cc1 (stereo not given)
?,.,Cc1ccc(N(CC(=O)NC2CCC(C)CC2)S(=O)(=O)c2cccnc2)cc1 (stereo not given)
i,.,COc1ccccc1NC(=O)c1ccc[n+]([O-])c1
-5%,8,COc1ccc(CCNC(=O)C2CC(=O)N(CCc3ccc(C)cc3)C2)cc1OC (stereo not given)
?,.,O=C(NCc1ccccn1)C1CCCN(S(=O)(=O)c2ccc(Br)cc2)C1 (stereo not given)
4%,21,COCCNC(=O)/C(C#N)=C/c1c(N2CCN(c3ccccc3)CC2)nc2ccccn2c1=O

4 entries from above, as labelled records:
> COc1ccc(NC(=S)N(CCCN2CCOCC2)Cc2cn(C)c3ccccc23)cc1OC
  S3 lipid droplet: ?
  S3 lipid droplet cell count max: .

> Cc1ccccc1OCCCN1C(=O)C(=O)c2cccc(C)c21
  S3 lipid droplet: ?
  S3 lipid droplet cell count max: .

> CCOC(=O)N1CCN(c2cc(NCCC(=O)O)c3c4c(onc24)-c2ccccc2C3=O)CC1
  S3 lipid droplet: ?
  S3 lipid droplet cell count max: .

> CCN(CCCNC(=O)Cn1ncc2c([nH]c3ccc(C)cc32)c1=O)c1ccccc1
  S3 lipid droplet: i
  S3 lipid droplet cell count max: 14

(more compounds)
S3 lipid droplet,S3 lipid droplet cell count max,Molecule
?,.,CCn1c(CNc2cccc(Cl)c2)nnc1SCc1ccccc1
?,.,COc1ccc(C(=O)NCc2ccc(Cl)c(Cl)c2)cc1OC
?,.,COc1ccc(/C=C2/N=C(c3cccs3)OC2=O)cc1OC(C)C
?,.,c1ccc(COc2ccc(-c3sc(Nc4ccccc4)n[n+]3-c3ccccc3)cc2)cc1
?,.,NC(=O)CN1C(=O)C(=O)N(Cc2ccc(F)cc2)C1=O
9%,-15,Cc1ccc(SCCC(=O)Nc2nccs2)cc1
?,.,COc1cc(CC(=O)NC(c2ccccc2)c2ccccc2)cc(OC)c1OC
-25%,-7,CCN(C(=O)COC(=O)c1ccco1)c1c(N)n(Cc2ccccc2)c(=O)[nH]c1=O
?,.,CC(NC(=O)c1ccc(F)cc1F)C1CC2CCC1C2 (stereo not given)
-1%[9.22 µM],.,COc1ccc(C(=O)/C=C/C(=O)N(CC(=O)NCCC(C)C)Cc2cccs2)c(O)c1
?,.,CCOC(=O)CN1C(=O)S/C(=C/c2ccco2)C1=O
?,.,COc1ccccc1N1CCN(/N=C/c2ccccc2C(=O)O)CC1
?,.,C=CCOc1ccc(Br)cc1CNC(C)(C)C
?,.,O=C(NCC1(N2CCCCC2)CCCCC1)c1ccc(NS(=O)(=O)c2ccccc2)cc1
8%,-12,O=Cc1cn(-c2ccccc2)nc1-c1ccccc1
?,.,CCc1nnc(NS(=O)(=O)c2ccc(NCc3cc(Br)ccc3O)cc2)s1
-8%,19,CC(=O)Cn1c(CN2CCCCC2)nc2ccccc2c1=O
?,.,Cc1ccc(-n2c(SCC(=O)N3CCOCC3)nc(O)cc2=O)cc1
2%,7,COc1cc2c(cc1O)[C@@H]1Cc3cc(OC)c(OC)cc3C(C2)N1C
?,.,O=C(/C=C/c1ccco1)NC(=S)Nc1cccc([N+](=O)[O-])c1
-1%,-14,Cc1nc2sc(C(c3ccco3)N3CCN(c4cccc(Cl)c4)CC3)c(O)n2n1 (stereo not given)
-12%,-1,COC(=O)c1cc(NC(=O)CC2SC(=Nc3ccccc3)N(CCc3c[nH]c4ccccc34)C2=O)cc(C(=O)OC)c1 (stereo not given)
10%,6,Cc1noc(C)c1COC(=O)CCc1nc2ccccc2s1
1%,3,COc1ccc(C(=O)Nc2c(N)nc(SCC(=O)N3CCCCCC3)[nH]c2=O)cc1OC
4%,3,COc1ccc(OC)c(CCNC(=O)Cn2cccc2C(=O)c2ccccc2C)c1
-6%,.,COCC1CCN(C(=O)C2CCC(=O)N(Cc3cccc(C(F)(F)F)c3)C2)CC1 (stereo not given)
-22%,-21,Cc1n[nH]c(C)c1S(=O)(=O)N1CCCC(C(=O)NCC2COc3ccccc3O2)C1 (stereo not given)
13%,2,O=S(=O)(Oc1ccc(Cl)cc1)c1cccc2cccnc12
?,.,CCCc1cc(=O)oc2c(C)c3occ(C)c3cc12
?,.,CCO[C@H]1OC(C(=O)NCc2ccccc2)=C[C@@H](c2ccc(C(F)(F)F)cc2)[C@@H]1CCCO
?,.,COc1ccc2oc(C(=O)Nc3nc4ccc(S(C)(=O)=O)cc4s3)c(C)c2c1
11%,11,CCOC(=O)Nc1nn(-c2ccc(C)cc2)c(=O)c(C#N)c1C
8%,-5,O=C(c1ccco1)N1CCN(Cc2ccc(Cl)cc2)CC1
-4%,-17,COc1cccc(OCCCN2CCN(S(=O)(=O)c3ccc(NC(C)=O)cc3)CC2)c1
?,.,Cc1ccn2c(=O)nc(SCC(=O)Nc3ccc4c(c3)OCO4)nc2c1
0%,6,Cc1c(NC(=O)c2ccccc2NC(=O)c2ccccc2)cccc1C(=O)O
?,.,CSc1ccc(S(=O)(=O)N2CCC(C(=O)NCc3ccccn3)CC2)cc1
1%,4,O=C(N1CCCCC1)N1CCN(C(=O)N(c2ccccc2)c2ccccc2)CC1
?,.,CCCCC1C(=O)N(c2ccccc2)N(c2ccc(O)cc2)C1=O (stereo not given)
?,.,O=C(Cc1cccc(C(F)(F)F)c1)NCc1ccc(Cl)cc1

Looked up above:
S3 lipid droplet with `COCC1CCN(C(=O)C2CCC(=O)N(Cc3cccc(C(F)(F)F)c3)C2)CC1` (stereo not given) : -6%
S3 lipid droplet cell count max with `Cc1n[nH]c(C)c1S(=O)(=O)N1CCCC(C(=O)NCC2COc3ccccc3O2)C1` (stereo not given) : -21
S3 lipid droplet cell count max with `CCOC(=O)Nc1nn(-c2ccc(C)cc2)c(=O)c(C#N)c1C` : 11

Continued:
S3 lipid droplet,S3 lipid droplet cell count max,Molecule
-2%,-1,COc1cc2c(cc1OC)CN(C(C)C(=O)N1CCc3ccccc31)CC2 (stereo not given)
?,.,COc1ccc2c(c1)c1nc3ccccc3nc1n2CC(=O)OC(C)C
11%,15,CS(=O)(=O)Nc1ccc(C(=O)N2CCc3ccccc3C2)cc1
?,.,CCCCn1c(N)c(N(CCC(C)C)C(=O)c2[nH]c(C)c(C(=O)OCC)c2C)c(=O)[nH]c1=O
?,.,Cc1cc(Br)ccc1OCCCCN1CCC(C)CC1
3%,6,COc1ccc(NC(=O)Cc2nnc(N)s2)cc1
-16%,15,Cc1cccc(NS(=O)(=O)c2c(C(=O)N3CCOCC3)c(C)n(C)c2C)c1C
?,.,CCc1cccc(C)c1NC(=O)COC(=O)c1c2c(nc3ccccc13)/C(=C\c1cccs1)CCC2
?,.,CC(OC(=O)c1cnc(Cl)c(Cl)c1)C(=O)NCc1ccccc1 (stereo not given)
?,.,CCCCC(=O)NC(c1ccccc1Cl)c1ccc2cccnc2c1O (stereo not given)
?,.,COc1ccccc1C1c2c(C)nn(-c3ccccc3)c2NC(=O)C1NC(=O)c1ccccc1 (stereo not given)
20%,-2,O=C(Nc1ccc(S(=O)(=O)Nc2cnc3ccccc3n2)cc1)c1ccc(Cl)c([N+](=O)[O-])c1
?,.,COc1ccc(S(=O)(=O)N2CCN(C)CC2)cc1C(=O)N1CCCCC1
-7%,-6,CC1CC(C)CN(C(=O)Cn2c(-c3nonc3N)nc3ccccc32)C1 (stereo not given)
-5%,4,CCNC(=O)NC(=O)C(C)OC(=O)c1ccc(-n2nc(SC)sc2=S)cc1 (stereo not given)
-1%,3,COC(=O)C1=C(C)N(c2ccc(C)c(C)c2)/C(=C/c2cccs2)C1=O
?,12,CCOC(=O)c1c(CN2CCCCC2)oc2ccc(OC)cc12
-10%,8,COc1ccc(OC)c(NS(=O)(=O)c2ccc(Cl)nc2)c1
-23%,21,Cc1c(C(=O)N(CCc2ccccc2)Cc2ccccc2)cccc1[N+](=O)[O-]
1%,1,Cn1c(SCC#N)nnc1-c1cnccn1
?,.,CN(CC(=O)Nc1ccccc1Cl)CC(=O)Nc1sc2c(c1C(N)=O)CCC2
?,.,NS(=O)(=O)c1ccc(CCNC(=O)CNC(=O)c2ccc(F)cc2)cc1
9%,3,COc1ccc(NC(=O)CN(C)CCOc2ccc(Cl)cc2)cc1OC
?,.,COc1cc(NC(=O)Cn2nnc(-c3ccccc3N)n2)cc(OC)c1
i,.,COC(=O)c1ccc(NC(=O)C2CC(=O)N(c3cc(C)ccc3C)C2)cc1 (stereo not given)
?,.,CCn1c(C)cc(/C=C2\NC(=O)N(CC(=O)Nc3ccc(F)cc3)C2=O)c1C
?,.,COc1ccc(S(=O)(=O)N(NC2=NS(=O)(=O)c3ccccc32)C(=O)C(C)C)cc1
1%,-16,O=C(CCCNS(=O)(=O)c1cccc2nsnc12)NCc1ccccc1
i,-6,CC(C)c1ccc(CN(C(=O)c2ccco2)C2CCS(=O)(=O)C2)cc1 (stereo not given)
?,.,COc1ccc(CNC(=O)CSc2nnc3c(n2)[nH]c2ccc(F)cc23)cc1
?,.,COc1cc(N/C(=N/S(=O)(=O)c2ccccc2)c2ccccc2)ncn1
i,.,Oc1ccccc1-c1nc(NCC2CCCO2)c2ccccc2n1 (stereo not given)
-2%,-24,CC(C)(C)OC(=O)N1CCN(c2ccc(CNC(=O)c3ccc(Cl)cc3)cc2)CC1
?,.,CCOC(=O)c1c(NC(=O)c2nn(CC)cc2Br)c(C#N)nn1-c1ccccc1
?,.,COc1ccc(N(CC(=O)Nc2ccc(C)c(C)c2)S(=O)(=O)c2c(C)noc2C)cc1
-3%,4,CCOCCn1c(CCCO)nc2ccccc21
i,19,Cc1cc(NC(=O)CN2C(=O)NC(C)(c3ccccc3)C2=O)no1 (stereo not given)
5%,.,CN(Cc1ccco1)S(=O)(=O)c1nnc(NC(=O)c2ccc(F)cc2)s1
?,.,O=S(=O)(NCc1csc(-c2cccnc2)n1)c1ccc(Br)cc1

Three structures already listed, arranged by length of the SMILES, smallest number first.
S3 lipid droplet,S3 lipid droplet cell count max,Molecule
?,.,CN(CC(=O)Nc1ccccc1Cl)CC(=O)Nc1sc2c(c1C(N)=O)CCC2
?,.,CCOC(=O)c1c(NC(=O)c2nn(CC)cc2Br)c(C#N)nn1-c1ccccc1
?,.,COc1ccc(N(CC(=O)Nc2ccc(C)c(C)c2)S(=O)(=O)c2c(C)noc2C)cc1

Assay outcomes as filed in PubChem BioAssay.

A portion of the library; rates above refer to the full screens.
